High-throughput results deposited in PubChem by SRMLSC.
Ecoli WT growth – blocks growth of wild type E. coli BW25113; 0.05% of 20,000 active; inhibition, % at 10 µM; E. coli BW25113 growth inhibition, OD600; in the data active means inhibition above about 40%;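 further: bacteria exposed to compound for 20 hours at 37 °C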
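assay system = bacterial strain in a whole-cell growth screen | quantity = inoculum from a 1:1000 dilution of a 1.5 h subculture | buffer or medium = LB broth with 50 µg/mL kanamycin | compound dosing = one dose, 10 µM final | schedule = compound exposure of 20 h at 37 °C | technique = absorbance at 615 nm as a measure of bacterial growth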
Active calls of the source: *; & = joins results of further samples. Some of the compounds tested (hit frequency here may not be typical).

SMILES	Ecoli WT growth
CC1CCN(C(=O)CSc2nnc(CN3CCOCC3)n2-c2ccccc2)CC1	-2
COC(=O)c1ccccc1NC(=O)c1ccc2c(c1)C(=O)N(Cc1ccco1)C2=O	-14
CCOc1ccc(NC(=O)c2cnsn2)cc1	3
Cc1ccc(S(=O)(=O)NC(C(=O)OCC(=O)NC2CCS(=O)(=O)C2)C(C)C)cc1 (centres undefined)	0
O=C(CC1NC2CCCCC2NC1=O)Nc1cccc(C(F)(F)F)c1 (centres undefined)	-10
Cc1c(NC(=O)c2cc(-c3ccccc3)on2)c(=O)n(-c2ccccc2)n1C	-15
CC(C)c1nc(=S)c2ccccc2[nH]1	-19
O=C(CSc1nc2ccccc2o1)N1CCN(c2ccccc2)CC1	-25
COc1cccc(C(=O)Nc2ccc(C)cc2)c1	8
Cc1cccc(N/C(N)=N/c2nc3c(c(=O)[nH]2)CCCC3)c1	-23
Cc1nnc(SCc2cc(=O)[nH]c(N3CCCCC3)n2)s1	13
COc1ccc(-n2c(SCC(=O)Nc3ccc(C(=O)O)cc3)nnc2-c2cccs2)cc1	6
CCOC(=O)CCCOC(=O)c1ccc(S(=O)(=O)N(C)C)cc1	-1
N#CCSc1nc2c(c(C3CC=CCC3)c1C#N)CCC2 (centres undefined)	5
COC(=O)c1ccc(NC(=O)CSc2nnc(C)n2-c2ccccc2)cc1	-7
CCN1C(=O)CS/C1=C(\C#N)S(=O)(=O)c1ccccc1	-18
O=C(NCc1ccco1)c1noc2c1CCCCC2	-2
O=C(CCn1c(=O)c2ccccc2n(CC(=O)NCCC2=CCCCC2)c1=O)NCc1ccco1	1
CC1=C(C(=O)Nc2cccc(C)n2)C(c2ccc3c(c2)OCO3)C2=C(CC(c3ccco3)CC2=O)N1 (centres undefined)	6
O=C(c1ccco1)N(Cc1cc2ccccc2[nH]c1=O)C1CCCCC1	8
CCOC(=O)/C(C#N)=C1\Nc2ccccc2N=C1N(CC(C)C)CC(C)C	1
CCOc1ccccc1Nc1nc(N)nc(CN(C)C2CCCCC2)n1	-20
Cn1c(=O)n(Cc2ccccc2F)c2ccccc21	-21
CC(C)(CNS(=O)(=O)c1ccc(F)cc1)CNS(=O)(=O)c1ccc(F)cc1	-3
CCOC(=O)COc1ccc(S(=O)(=O)Nc2ccc3c(c2)OCCO3)cc1	-6

New compounds follow.
SMILES	Ecoli WT growth
CCOC(=O)COc1ccc(S(=O)(=O)N2CCc3ccccc3C2)cc1	-9
CCCCn1c(=O)c2ccccc2c2ccccc2c1=O	-17
Cc1ccccc1Cn1nc(C)c(NC(=O)c2noc3c2CCc2ccccc2-3)c1C	9
O=C(CN1C(=O)c2cccc3cccc1c23)NCC1CCCO1 (centres undefined)	-6
CC1(C)CC(=O)N(CC(=O)NCc2ccccc2)c2ccccc2S1(=O)=O	2
COC(=O)c1oc2ccc(Br)cc2c1NC(=O)CN1CCN(C)CC1	2
COc1ccc(CCNC(=O)C2CCN(S(C)(=O)=O)CC2)cc1OC	5
CCN1CCN(c2ncnc3c2oc2nc(C)c4c(c23)CC(C)(C)OC4)CC1	8
Cc1cc(=O)n2nc(N3CCC(C(=O)N4CCN(Cc5ccccc5)CC4)CC3)sc2n1	-1
CCOC(=O)C(CC)Sc1ncnc2nc[nH]c12 (centres undefined)	-6
CN(CC(=O)NC1CCCCC1)S(=O)(=O)c1ccc(Cl)cc1	-8
CCCOc1ccc(C(=O)N2CCN(c3ccc(NC(=O)CC)cc3Cl)CC2)cc1	-20
O=C(c1ccco1)N1CCN(CC2CC3C=CC2C3)CC1 (centres undefined)	18
Cc1ccnc(N(C(=O)c2cccs2)C(=O)c2cccs2)c1	-16
CC(C)c1cc(C(=O)NCc2ccco2)no1	12
O=C(Nc1cnc2ccccn2c1=O)c1ccc(F)cc1	-17
CCOC(=O)C1CCCN(c2c(NCc3ccco3)c(=O)c2=O)C1 (centres undefined)	11
Cc1ccccc1-c1nc(CS(=O)(=O)CC(=O)N(C)C2CCCCC2)c(C)o1	11
O=C(CSCCO)Nc1cccc2ccccc12	-13
CCc1nnc(NC(=O)CSc2nnc(-c3ccccc3OC)n2-c2ccccc2)s1	-3
COc1cc(C(=O)Nc2ccc(-n3cnnn3)c(C)c2)cc(OC)c1OC	-2
O=C(Cc1cccs1)NCc1cccs1	-14
COC(=O)c1ccccc1NC(=O)N1CCN(C/C=C/c2ccccc2)CC1	-9
CCOc1ccc(C2CC(c3ccc(Br)cc3)Nc3nc(N)nn32)cc1 (centres undefined)	-14
COc1ccc(OCC(O)Cn2c(Br)nc3c2c(=O)[nH]c(=O)n3C)cc1 (centres undefined)	0

Other entries.
SMILES	Ecoli WT growth
COC(=O)c1sc(NC(=O)c2ccoc2C)nc1C	0
Cc1ccc(C)n1NC(=O)c1ccccc1Cl	-24
COC(=O)c1cn(C(=O)OC)c2ccccc12	-7
Cc1nnc(NC(=O)Nc2cccc(Cl)c2)s1	9
O=C(C1CCCCC1)N1CCC(c2nc3c(nnn3Cc3c(F)cccc3Cl)c(=O)[nH]2)CC1	-3
COc1ccc(C(=O)NCCCCCC(=O)O)cc1OC	6
O=S(NCc1ccco1)C12CC3CC(CC(C3)C1)C2 (centres undefined)	7
Cn1c(=O)cc(OCC(=O)NCCCN2CCN(c3cccc(Cl)c3)CC2)c2ccccc21	1
Cc1cc(C(=O)CSCCCn2c(=O)[nH]c3ccccc32)c(C)n1C	-3
COC(=O)CCC(=O)Nc1cccc(Cl)c1	4
COc1ccccc1NC(=O)CC1C(=O)NCCN1C(=O)Nc1ccc(Cl)c(Cl)c1 (centres undefined)	-10
COc1cccc(-c2cc(C(=O)N3CCCCCC3)no2)c1	-1
CC1=C(C(=O)OC(C)C)C(C)C(C(=O)OC(C)C)=C(C)N1	8
CC(=O)Nc1ccc(S(=O)(=O)Nc2nc3n(n2)C(c2ccccc2)CC(=O)N3)cc1 (centres undefined)	-1
COc1ccc2nc(NC(=O)c3cnccn3)sc2c1	-20
O=C(Cc1c(F)cccc1Cl)NCC1CCCO1 (centres undefined)	-23
CN(C1CCCCC1)S(=O)(=O)c1ccc(S(=O)(=O)N2CCCC2)cc1	14
CCOc1ccc2c(c1)sc1nc(C(=O)OC)cc(=O)n12	-5
COc1cccc(-c2nc(S(=O)(=O)c3ccccc3)c(N3CCOCC3)o2)c1	7
Cc1occc1C(=O)Nc1cccc(C(=O)NCc2ccccc2)c1	8
O=C1CC(c2ccccc2)CC(O)=C1C=NCCCN1CCOCC1 (centres undefined)	4
O=C(CN1C(=O)CCSc2ccccc21)Nc1ccccc1	-6
COCCCn1c2nc3ccccc3nc2c2c(=O)n(-c3ccccc3OC)cnc21	7
CCCCn1c(SCC(=O)N2CC(=O)Nc3ccccc32)nnc1-c1ccoc1C	-3
COc1cccc(Oc2cn[nH]c2-c2ccc(O)cc2O)c1	0

Next records.
SMILES	Ecoli WT growth
CC(=O)OCC1=C(C(=O)O)N2C(=O)[C@@H](NC(=O)Cc3cccs3)[C@H]2SC1	18
COc1ccc2c(c1)c(C(=O)OCCN(C)C)c(C)n2C	-6
Cc1cccnc1NCC(O)COc1ccccc1 (centres undefined)	-14
CCOC(=O)C1C(=O)NC(N2CCCCC2)=NC1c1ccco1 (centres undefined)	-16
COc1ccc(-c2nc3nc(C)cc(C)n3n2)cc1	-14
COc1ccc(-c2csc(N(CC3CCCO3)C(=O)c3cccs3)n2)cc1 (centres undefined)	-23
CC(C)Oc1c(Cl)cc(CNC(C)(C)CO)cc1Cl	-9
CCC1(C)Cc2c(C#N)c(N)n(N)c(=S)c2CO1 (centres undefined)	1
CC1Cc2ccccc2N1C(=O)c1cnsn1 (centres undefined)	-8
COc1ccc(CCNC(=O)C2CCN(S(=O)(=O)c3cc(OC)ccc3OC)CC2)cc1	-2
COCC(=O)NC(c1ccccc1)c1ccccc1	5
CCSc1nc(N)c(C#N)c(-c2ccccc2Cl)c1C#N	-3
O=c1c2[nH]c3ccccc3c2ncn1CCCn1ccnc1	2
O=C1NC2=C(C(=O)CCC2)C(c2ccc3ncccc3c2)N1 (centres undefined)	17
Cc1ccc(-c2nnc3sc(-c4ccc5c(c4)OCCO5)nn23)cc1	-17
Cc1ccc(C)c(OCC(=O)Nc2nonc2NC(=O)COc2cc(C)ccc2C)c1	-24
COc1ccccc1C(=O)N1CCN(C2CCN(Cc3ccccc3)CC2)CC1	-23
COc1ccccc1N1CCN(C(=O)c2ccc(S(=O)(=O)N3CCCCC3)cc2)CC1	-35
COc1ccc(NC(=O)NCc2ccccn2)cc1OC	-14
CCOC(=O)c1sc(NC(=O)C2CC=CCC2C(=O)O)nc1C (centres undefined)	11
COc1ccc(Cl)c(NC(=O)Nc2c(C)n(-c3ccccc3)c(=O)n2C)c1	-20
O=C1c2cccnc2C(=O)N1Cc1ccco1	0
Cc1c(C)n(C)c2ccc(C(=O)NCc3cccs3)cc12	1
CCOC(=O)c1ccc(NC(=O)CSc2nnc(Cc3cccs3)n2C)cc1	-22
O=C(O)c1ccc(OCc2occc2C(=O)O)cc1	2

Ordered by molecular weight (lowest first): some entries from above.
SMILES	Ecoli WT growth
O=C1c2cccnc2C(=O)N1Cc1ccco1	0
CC1Cc2ccccc2N1C(=O)c1cnsn1 (centres undefined)	-8
COc1ccc(-c2nc3nc(C)cc(C)n3n2)cc1	-14
COCC(=O)NC(c1ccccc1)c1ccccc1	5
Cc1cccnc1NCC(O)COc1ccccc1 (centres undefined)	-14
CCC1(C)Cc2c(C#N)c(N)n(N)c(=S)c2CO1 (centres undefined)	1
COc1ccc(NC(=O)NCc2ccccn2)cc1OC	-14
O=C1NC2=C(C(=O)CCC2)C(c2ccc3ncccc3c2)N1 (centres undefined)	17
Cc1c(C)n(C)c2ccc(C(=O)NCc3cccs3)cc12	1
CC(C)Oc1c(Cl)cc(CNC(C)(C)CO)cc1Cl	-9
CCOC(=O)c1sc(NC(=O)C2CC=CCC2C(=O)O)nc1C (centres undefined)	11
Cc1ccc(-c2nnc3sc(-c4ccc5c(c4)OCCO5)nn23)cc1	-17
COc1ccc(Cl)c(NC(=O)Nc2c(C)n(-c3ccccc3)c(=O)n2C)c1	-20
COc1ccccc1C(=O)N1CCN(C2CCN(Cc3ccccc3)CC2)CC1	-23
COc1ccc(-c2csc(N(CC3CCCO3)C(=O)c3cccs3)n2)cc1 (centres undefined)	-23
Cc1ccc(C)c(OCC(=O)Nc2nonc2NC(=O)COc2cc(C)ccc2C)c1	-24
COc1ccccc1N1CCN(C(=O)c2ccc(S(=O)(=O)N3CCCCC3)cc2)CC1	-35
COc1ccc(CCNC(=O)C2CCN(S(=O)(=O)c3cc(OC)ccc3OC)CC2)cc1	-2

The list goes on:
SMILES	Ecoli WT growth
CN(C)C(=O)Oc1cccc([N+](C)(C)C)c1	-2&-1
NC(=O)C1CCN(C(=O)CSc2nc3c(c(-c4ccccc4)n2)CCCC3)CC1	-20
C=C(C)c1cccc(C(C)(C)NC(=O)NCC2CCCO2)c1 (centres undefined)	9
O=c1cc(NC2CCCCCC2)[nH]c(=O)[nH]1	-16
COC(=O)c1sccc1NC(=O)c1csc(C)c1	0
Cc1ccc(C(=O)Nc2nc3c(s2)CCCC3)o1	-8
COc1cccc(-c2cc(C(F)(F)F)nc(NCc3ccco3)n2)c1	8
C=CCOc1ccc(CN(C)CC(=O)N(CC(C)C)c2c(N)n(CC(C)C)c(=O)[nH]c2=O)cc1	-5
COCCCNC(=O)C(Cc1ccccc1)NS(=O)(=O)c1ccc2c(c1)c(=O)n(C)c(=O)n2C (centres undefined)	-5
CCOC(=O)c1ccc(NC(=O)CSc2nnc(-c3cccs3)n2C)cc1	3
CC(C)=CCCC(C)CN(C)CCc1ccccn1 (centres undefined)	-1
[O-][n+]1c2ccc3nonc3c2nn1-c1ccccc1Cl	5
COc1cccc(-c2cc3nc4c(c(N5CCC6(CC5)OCCO6)n3n2)CCCC4)c1	7
COc1cc(OC)c(OC)cc1CN(C)CCc1ccccn1	0
O=C(O)CCCCCCC1C(=O)NC(=O)N1CCC(O)C1CCCCC1 (centres undefined)	-6
CC(C)(C)NC(=O)Cn1nnc(-c2cccs2)n1	-2
CNC(=O)CSc1nnc(-c2cccc(S(=O)(=O)N3CCOCC3)c2)n1-c1ccc(F)cc1	1
O=C(c1ccc(Br)o1)N1CCN(c2ccc(F)cc2)CC1	-18
CCN(CC)CCNC(=O)c1ccc(N)cc1	5
O=C(COc1ccc(Cl)cc1)NCc1nnc(SCC(=O)Nc2ccc3c(c2)OCCO3)o1	11
O=C(COc1ccccc1)N1CCN(c2ncnc3c2cnn3-c2ccccc2)CC1	2
c1ccc2c(Cn3ccnc3)c[nH]c2c1	3
Cc1nc(-c2ccccc2O)n(S(=O)(=O)N(C)C)n1	-19
COC(=O)c1sc(N)c(C(=O)OC)c1COC(=O)C1CC(=O)N(Cc2ccco2)C1 (centres undefined)	4
COc1ccc(NC(=O)CSc2nccc(C)n2)cc1	16

The list goes on.
SMILES	Ecoli WT growth
COc1ccc(C(C(C(=O)c2ccco2)N2CCOCC2)N2CCOCC2)cc1 (centres undefined)	-5
CC(=O)c1cccc(NC(=O)CN(Cc2ccccc2)S(C)(=O)=O)c1	-23
Cc1nc(=S)n(-c2ccccc2)[nH]1	-4
O=C(Cn1nnc(-c2ccncc2)n1)Nc1ccc2c(c1)CCC2	-3
Cc1nc2sc(C(c3cccc(F)c3)N3CCN(C(=O)c4ccco4)CC3)c(O)n2n1 (centres undefined)	8
CS(=O)(=O)N(CC(=O)Nc1ccc2c(c1)OCO2)Cc1ccccc1	-23
Cc1ccc(SC/C(O)=C(\C#N)c2nc3ccccc3s2)cc1	-24
CC1CC(C(F)(F)C(F)(F)F)n2nc(C(=O)O)cc2N1 (centres undefined)	-16
Cc1ccc(SC(C)C(=O)Nc2ncn[nH]2)cc1 (centres undefined)	-21
CC(C)(C)n1nnnc1CN1CCC(NC(=O)NC2CCCCC2)CC1	6
O=C1CC(=O)N(CCc2ccccc2)C(=O)N1CCc1ccccc1	1
CCCC(=O)Nc1cc(C)c(NC(=O)c2ccccn2)cn1	-1
Cn1c(=O)c2c(nc(NCCc3ccccc3)n2Cc2ccccc2)n(C)c1=O	-28
COCC(=O)/C=C1\Sc2ccccc2N1C	-16
CCCn1c(=N)c(C(=O)NCc2ccc3c(c2)OCO3)cc2c(=O)n3cccc(C)c3nc21	-14
O=C(Nc1ccc2c(c1)OCO2)c1ccc(Br)s1	-12
